Screens deposited in PubChem by National Center for Advancing Translational Sciences (NCATS).
PTHR1 ag – PTHR1 (human) receptor agonism. Q03431. 410,000 compounds, 0.075% hits. HEK293 GP2 PTHR1 cells, GloSensor cAMP luminescence, 1 h. Potency, µM (highest dose often 115 µM), without a hit: at the highest dose activation, actives largely listed as activators; note: potency is the fitted concentration of half-maximal effect; nearly all actives have a fitted effect of over 55% in size; some results filed as inactive show a strong effect at the top dose; inactives centre near -15; many of its hits are not listed in these tables
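HEK-293-derived GP2 cells expressing PTHR1 and a GloSensor cAMP reporter, 3,000/well, plated overnight, given luciferin plus IBMX (each 0.5 mM as added) for 1 h at 37 °C, then compound for 1 h at 37 °C. Luminescence was read after 15 min at room temperature.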
aSyn yeast inh – alpha-synuclein toxicity inhibition in yeast | Yeast expressing alpha-synuclein, growth rescue, BacTiter-Glo, 24 h | Potency, µM (doses to about 46.1 µM), for the others: at the top dose growth rescue (activation), hits mostly activators | 370,000 compounds, 0.14% hits; note: potency is the fitted concentration of half-maximal effect; % of control where 0% means no effect; nearly all actives have a fitted effect of over 65% in size
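Readout is rescue of growth in alpha-synuclein-expressing yeast, so inhibitors of toxicity appear as activators. Growth after 24 hr at 30 deg C in galactose medium is quantified by luminescence.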
Abeta rescue – restores growth of yeast expressing A-beta42 peptide; yeast expressing A-beta42, growth rescue, OD600, 48 h; response scale: 0% DMSO, 100% iron-clioquinol control; Potency, µM (top dose mostly 46.1 µM), for the others: at the highest dose growth rescue, usual class: activators; 410,000 compounds, 0.063% hits; note: potency is the fitted concentration of half-maximal effect; nearly all actives have a fitted effect of over 55% in size
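Yeast growth medium received pinned compounds, then yeast cells expressing toxic A-beta were added; plates incubated at 30 C for 48 hr. Growth read as absorbance at 600 nm, normalized to DMSO and equimolar FeCl3 plus clioquinol controls.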
Akt phos inh – inhibitors of Akt phosphorylation; activity change, % for hits at 50 µM; 360,000 compounds, 0.32% hits; Neuro2A IGF-stimulated pAkt S473 HTRF, 20 min; hits give low values; in the data active = activity change below about -80%; inconclusive = mostly about -51% to -80%; note: % is set by controls: 0 for no effect and ±100 for the full control effect
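Neuro2A cells (4,500/well, DMEM with 0.5% FBS) were treated with compound at a single 50 µM final concentration, stimulated with 6 nM IGF for 20 min at 37 °C, and lysed. Phospho-Akt Ser473 was read by HTRF as 665/615 ratio ×10^4.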
TDP-43 yeast inh – TDP-43 toxicity inhibition in yeast. 410,000 compounds, 1.8% hits. Potency, µM (highest dose often 46.1 µM), without a hit: top-dose growth rescue (activation), hits mostly activators. TDP-43 expressing yeast growth rescue, BacTiter-Glo, 24 h; note: potency is the fitted concentration of half-maximal effect; % of control where 0% means no effect; nearly all actives have a fitted effect of over 50% in size
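Yeast cells expressing TDP-43 under galactose induction are exposed to compounds for 24 hr at 30 deg C. BacTiter-Glo luminescence measures growth, so protective compounds score as activators.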
FUS suppressor – suppressors of FUS proteinopathy in yeast. S. cerevisiae FUS-expressing, growth rescue, OD600, 24 h. Potency, µM (highest dose often 76.6 µM), for the others: at the highest dose growth rescue (activation), hits mostly activators. 390,000 compounds, 0.24% hits;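 note: potency is the fitted concentration of half-maximal effect; plate controls were DMSO vehicle for no effect and reference control for full effect; nearly all actives have a fitted effect of over 55% in size; some results filed as inactive show a strong effect at the top dose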
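Galactose (2%) drives FUS expression in yeast precultured in raffinose; seeding density OD 0.005. Test compounds incubated 24hr at 30C and 99% humidity before absorbance at 600 nm was measured.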
DRD3 antagonist – D3 dopamine receptor (human) antagonism; P35462; D3R cells, DiscoveRx beta-arrestin luminescence, antagonist mode; hits give low values; max response, negative = inhibition, %; 360,000 compounds, 2.5% hits; AID 652054; in the data active = max response below about -50%; inconclusive = no clear call, values can overlap the other calls; note: % is set by controls: 0 for no effect and ±100 for the full control effect; mostly tested at two doses, the higher about 12 µM
Target sequence (P35462 whole entry, looked up): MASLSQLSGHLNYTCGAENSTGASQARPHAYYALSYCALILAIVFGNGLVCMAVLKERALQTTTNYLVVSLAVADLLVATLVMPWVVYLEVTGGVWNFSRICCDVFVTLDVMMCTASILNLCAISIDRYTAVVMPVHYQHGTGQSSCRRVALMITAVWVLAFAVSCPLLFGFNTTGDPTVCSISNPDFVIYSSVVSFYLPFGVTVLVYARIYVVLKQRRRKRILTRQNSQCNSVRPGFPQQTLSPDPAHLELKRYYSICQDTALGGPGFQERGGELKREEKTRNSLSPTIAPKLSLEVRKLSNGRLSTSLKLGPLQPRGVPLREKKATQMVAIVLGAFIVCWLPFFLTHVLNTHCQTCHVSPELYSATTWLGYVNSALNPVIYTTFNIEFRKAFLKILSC
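Cells expressing the human receptor were seeded at 1500 cells/well, incubated overnight at 37 degrees C in 5% CO2, then exposed to library compounds with dopamine controls for 90 minutes at 37 degrees C before luminescent detection.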
GLP1R inv ag – GLP-1 receptor (human) inverse agonism | HEK293 GLP-1R CRE-luciferase, luminescence, 24 h; GLP-1R form is constitutively active | Potency, µM (top dose mostly 38.3 µM), for inactives: at the highest dose activity change, negative = inhibition, most hits filed as inhibitors | 410,000 compounds, 1.6% hits | AID 624417; note: potency is the fitted concentration of half-maximal effect; % is set by controls: 0 for no effect and ±100 for the full control effect; nearly all actives have a fitted effect of over 55% in size
Target sequence (P43220 whole entry, looked up): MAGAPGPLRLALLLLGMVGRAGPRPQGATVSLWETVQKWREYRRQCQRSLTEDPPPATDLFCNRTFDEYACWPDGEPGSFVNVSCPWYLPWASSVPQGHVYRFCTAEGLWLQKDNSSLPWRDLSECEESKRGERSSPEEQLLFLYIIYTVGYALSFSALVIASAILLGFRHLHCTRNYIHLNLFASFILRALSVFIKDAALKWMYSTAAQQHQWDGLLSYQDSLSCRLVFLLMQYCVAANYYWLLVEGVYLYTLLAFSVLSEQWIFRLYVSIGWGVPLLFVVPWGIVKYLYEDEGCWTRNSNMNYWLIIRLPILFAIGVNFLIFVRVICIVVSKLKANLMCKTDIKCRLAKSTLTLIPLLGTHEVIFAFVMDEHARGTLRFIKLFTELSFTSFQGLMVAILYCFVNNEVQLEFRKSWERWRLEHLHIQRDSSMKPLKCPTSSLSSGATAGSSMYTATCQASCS
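HEK293 cells stably co-expressing a cAMP-responsive luciferase reporter and constitutively active GLP-1R were seeded, incubated 12 h, then exposed to compounds for 24 h at 37 C. Luminescence was read 12 min after detection reagent; inverse agonists lower signal.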
GLP1R ag – GLP-1 receptor (human) agonism; P43220; 380,000 compounds, 0.007% hits; Potency, µM (top dose mostly 45.6 µM), without a hit: top-dose activation, actives largely listed as activators; HEK293 GLP-1R CRE-luciferase, luminescence, 4-6 h; cells express a hypersensitive GLP-1R form; note: potency is the fitted concentration of half-maximal effect; % of control where 0% means no effect
* marks the source's active call; other numbers are inactive results; i = inactive; ? = inconclusive; · = no result given; [ ] = dose if it differs, or a comment. Unless noted, calls come from the whole dose curve; as a rule, active = well fitted curve in the direction sought with a large enough effect; inconclusive = small, poorly fitted or top-dose-only effect, or another doubt; inactive = no such curve, though single readings can be large; an effect the other way counts as inactive or inconclusive. An excerpt. The share of hits here may be higher or lower than overall.

no.	Molecule	DRD3 antagonist	GLP1R ag	PTHR1 ag	Abeta rescue	aSyn yeast inh	Akt phos inh	GLP1R inv ag	FUS suppressor	TDP-43 yeast inh
1	FC(F)(F)c1cccc(Cc2noc(CN3CCCCC3c3ccccn3)n2)c1 (configuration not stated)	-15	11%	-20%	?	-7%	i	?	20%	-9%
2	CCOc1ccccc1CNC(=O)C1=C(C)C(=O)OC12CCN(C(C)=O)CC2	·	·	i	-5%	·	·	4%	28%	-5%
3	CC(=O)Oc1cccc(N2C(=O)C3C4C=CC(C4=C(C)C)C3C2=O)c1 (configuration not stated)	6	1%	i	-82%[inhibitor]	0%	i	-32%	-3%	27%
4	CN(C)c1ccc(/C=N/NC(N)=S)cc1[N+](=O)[O-]	-14	14%	i	0%	-4%	i	36%[activator]	1%	15%[9.22 µM]
5	Cc1cccc(CCNC(=O)c2cc(S(=O)(=O)N3CCCC3)cn2C)c1	-23	3%	-25%	-1%	-4%	i	?	2%	8%
6	CC(=O)OCC1(C)CN(c2ccccc2)N(C(=O)c2ccc(F)cc2)C1=O (configuration not stated)	-5	0%	i	-3%	6%	i	?	-24%	-4%
7	O=C(NCCOc1ccccc1F)c1cc([N+](=O)[O-])ccc1N1CCOCC1	-14	8%	i	1%	2%	i	?	10%	11%
8	CCOc1ncccc1C(=O)Nc1cccc(S(=O)(=O)NC2=NCCC2)c1	-11	5%	-17%	-5%	-5%	i	110%[activator]	-11%	-3%
9	O=C(CSc1nnc(NC(=O)C2CC2)s1)Nc1ccc(F)cc1F	5	0%	-23%	12%	5%	i	-5%	·	16%
10	CCn1c(Sc2ccc(N)cc2Cl)nc2ccccc21	-16	8%	4%[57.5 µM]	?	29%	i	2%	7%	?
11	CCOc1ccc(-c2nnn(CC(=O)N3CCN(c4ccc(OC)cc4)CC3)n2)cc1OCC	-2	-1%	i	-2%	0%	i	-1%	39%	-13%
12	Cc1cc2nc(C(C)(C)C)c(Cc3ccsc3)n2c(C)c1Br	-26	-1%	-41%[inhibitor]	?	-13%	i	?	-16%	13µM*
13	COc1cc(/C=C2/C(=N)N3C(=NC2=O)SN=C3S(C)(=O)=O)ccc1OS(=O)(=O)c1ccc(C)cc1	-18	-6%	2%	4%	0%	i	-30%	51%	18%
14	Cc1ccc(OCCn2c(=O)sc3ccccc32)cc1	-6	15%	-29%	3%[9.22 µM]	3%	i	?	-13%	?
15	COc1ccc(C(C2C(=O)CC(C)(C)CC2=O)C2C(=O)CC(C)(C)CC2=O)cc1	7	0%	-7%	0%	-4%	i	-1%	-20%	8%

no.	Molecule	DRD3 antagonist	GLP1R ag	PTHR1 ag	Abeta rescue	aSyn yeast inh	Akt phos inh	GLP1R inv ag	FUS suppressor	TDP-43 yeast inh
16	CC(=O)Nc1ccc(S(=O)(=O)N2CCN(S(=O)(=O)N3CCC(C)CC3)CC2)cc1	0	8%	-8%	-7%	-2%	i	2%	-8%	-1%
17	CCOc1ccccc1NC(=O)COn1nnc2ccc(Cl)cc21	-4	7%	-3%[57.5 µM]	-9%	1%	i	-27%	-6%	?
18	CC(=O)N/C(=C/c1ccc(OC(F)F)cc1)C(=O)O	-58*	2%	-2%	5%	5%	i	1%	·	20%
19	CC(C)CCn1c(=S)[nH]c2ncccc2c1=O	?	-13%	i	-8%	2%	i	5%	-12%	16%
20	CCCCn1c(N)c(N(CC)C(=O)c2ccc(Cl)c(Cl)c2)c(=O)[nH]c1=O	-13	1%	-13%	-10%	-14%	i	9%	8%	-23%
21	Cc1cccc(C)c1NC(=O)CNC(=O)c1cn(-c2ccccc2)nc1-c1ccccc1	14	-5%	-22%	-5%	1%	i	?	·	30%
22	Cc1cccc(OCc2ccc(-c3nc(C#N)c(NCc4cccnc4)o3)o2)c1	·	·	-31%[inhibitor]	4%	·	·	?	?	-8%
23	Cc1ccc(S(=O)(=O)N(C)CC(=O)OCc2nnc(-c3ccccc3)o2)cc1	10	0%	i	24%	10%	i	25%	-3%	-5%
24	CC1(C(=O)Nc2ccccc2)CCN1C(=O)CCc1ccc(Cl)cc1Cl (configuration not stated)	0	9%	i	6%	?	i	-38%	37%	?
25	Cc1cccc(NC(=O)CSc2nnc3ccc(-c4ccccn4)nn23)c1	-28	16%	-14%	-2%	-10%	i	4%	2%	-16%
26	CC#CC(=O)N1CCC(n2nccc2NC(=O)CCc2ccccc2)CC1	-19	-2%	i	3%	-4%	i	15%	0%	2%
27	Cc1cc(C)nc(N2CCCC(C(=O)NC3CCCC3)C2)n1 (configuration not stated)	-27	-3%	?	-16%	-7%	i	31%[activator]	-8%	-19%
28	CC(C)c1nnc(NC(=O)COc2ccc3ccccc3c2)s1	15	9%	-24%	14%	3%	i	7%	-6%	17%
29	NC(=O)/C(=C\c1ccccc1)NC(=O)c1ccc(NC(=O)c2ccccc2)cc1	-3	-1%	i	-3%	-1%	i	8%	9%	15%
30	Cc1ccccc1NC(=O)C1C2CCCCC21 (configuration not stated)	-29	4%	i	-14%	-4%	i	1%	-14%	-10%

The final 2 records of the section before are carried over, then new ones follow:
no.	Molecule	DRD3 antagonist	GLP1R ag	PTHR1 ag	Abeta rescue	aSyn yeast inh	Akt phos inh	GLP1R inv ag	FUS suppressor	TDP-43 yeast inh
29	NC(=O)/C(=C\c1ccccc1)NC(=O)c1ccc(NC(=O)c2ccccc2)cc1	-3	-1%	i	-3%	-1%	i	8%	9%	15%
30	Cc1ccccc1NC(=O)C1C2CCCCC21 (configuration not stated)	-29	4%	i	-14%	-4%	i	1%	-14%	-10%
31	O=c1oc2cc(Oc3ccc(C(F)(F)F)cc3[N+](=O)[O-])ccc2c2c1CCC2	-3	0%	6%	3%	-4%	i	-12%	·	-3%
32	CCSc1ccccc1C(=O)NCc1ccc2c(c1)OCO2	21	-3%	-31%[inhibitor][57.5 µM]	-12%	1%	i	0%	15%	8%
33	CCOCCn1c(N2CCN(c3ccccc3)CC2)nc2c1c(=O)n(C)c(=O)n2C	9	11%	-21%	-1%	-5%	i	5%	26%	26%
34	c1ccc(CCC2CCCCN2Cc2cn[nH]c2-c2cc3ccccc3o2)nc1 (configuration not stated)	-3	20%	-22%	1%	-2%	i	?	15%	4%
35	O=C(NCc1ccccc1Cl)C1CCC(=O)N(CC2CCCCC2)C1 (configuration not stated)	3	-3%	i	12%	-6%	i	0%	22%	21%
36	Cc1ccc(CNCc2ccccc2Cl)cc1	-67*	27%	-2%[57.5 µM]	0%	2%	i	-11%	11%	6%
37	Cc1cccc(C(=O)NCC(c2ccc3c(c2)OCO3)N2CCN(c3ccccc3F)CC2)c1 (configuration not stated)	·	·	-57%[inhibitor]	6%	·	·	?	18%	-3%
38	CCOC(=O)C1CCCN(S(=O)(=O)c2ccc3ccccc3c2)C1 (configuration not stated)	-6	4%	-16%	-16%	?	i	?	1%	9%
39	CCC1CCCCN1C(=O)CSc1nc(N)cc(N)n1 (configuration not stated)	-7	1%	?	-1%	-5%	i	-2%	7%	5%
40	COc1ccc(OCCn2c(C)nc3ccccc32)cc1	-6	3%	-66%[inhibitor]	-6%	-6%	i	-26%	3%	11%
41	CCOC(=O)c1cnc(SCc2nc(N)nc(Nc3ccccc3)n2)nc1N	32	19%	-19%	6%	-4%	i	202%[activator]	32%	6%
42	COC(=O)c1ccccc1NC(=S)N1CCN(c2ccccc2)CC1	-10	1%	-4%	?	-8%	i	-28%	15%	?
43	O=C(CSc1n[nH]c(=O)n1-c1ccc2c(c1)OCCO2)Nc1ccccc1	-5	2%	i	-3%	-5%	i	?	17%	0%
44	Cc1ccc(NC(=O)CN2CCN(C(=O)c3ccco3)CC2)cc1S(=O)(=O)N(C)C	23	11%	-15%	-2%	1%	i	-22%	·	8%
45	Cc1nn(-c2ccccc2)c2nc(N)c(C#N)c(-c3ccc(C(C)(C)C)cc3)c12	-5	0%	i	-1%	2%	i	-3%	-1%	0%

no.	Molecule	DRD3 antagonist	GLP1R ag	PTHR1 ag	Abeta rescue	aSyn yeast inh	Akt phos inh	GLP1R inv ag	FUS suppressor	TDP-43 yeast inh
46	CCCCn1cc(S(=O)(=O)c2ccc(OC)cc2)c(=O)c2cc(F)c(N3CCOCC3)cc21	·	·	i	-6%	·	·	10%	-21%	19%
47	CCN(C(=O)Cn1ccc(C(F)(F)F)n1)c1c(N)n(Cc2ccccc2)c(=O)[nH]c1=O	12	1%	i	2%	0%	i	1%	·	12%
48	O=C(NNS(=O)(=O)c1ccc([N+](=O)[O-])cc1)C1CCCCC1	-3	0%	i	0%	0%	i	5%	6%	-1%
49	CCOc1ccc(S(=O)(=O)NCCC(=O)NCCc2ccc(OCC)c(OCC)c2)cc1	3	-6%	i	-2%	-6%	i	10%	19%	-20%
50	CC(=O)c1ccc(OCC(=O)c2cc(C)n(-c3ccc4c(c3)OCO4)c2C)cc1	17	1%	-32%[inhibitor]	0%	-18%	i	?	·	21%
51	COc1ccc(CC(=O)Oc2ccc(Cl)cc2Br)cc1S(=O)(=O)N1CCOCC1	-6	-7%	-10%	23%	-1%	i	7%	-4%	16%
52	COc1ccc(CCNC(=O)C2CCC(=O)N(CC3CCCCC3)C2)cc1 (configuration not stated)	-13	1%	i	5%	-5%	i	-16%	·	-10%
53	O=C(c1cc([N+](=O)[O-])ccc1N1CCCC1)N1CCCC1	3	0%	i	5%	2%	i	13%	-9%	-6%
